Screens as filed in PubChem BioAssay.
Sm TGR inh: qHTS Assay for the Inhibitors of Schistosoma Mansoni Peroxiredoxins; Schistosoma mansoni thioredoxin glutathione reductase (TGR), Q962Y6; purified TGR, DTNB reduction, TNB absorbance 405 nm; Potency, µM (doses to about 114 µM), for inactives: at the top dose activity change, negative = inhibition, actives largely listed as inhibitors; actives 3% (n = 360,000); AID 485364, 2010; also: nearly all actives have a fitted effect of over 60% in size
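First, TGR (20 nM dispensed) and NADPH were mixed with compound. Second, a 15 min room-temperature incubation followed. Third, further NADPH and then DTNB were added to start the reaction. Finally, TNB absorbance was monitored kinetically.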
TbPYK inhibitor: qHTS of Trypanosoma Brucei Inhibitors; Potency, µM (series often up to 76.8 µM), for inactives: at the top dose activity, negative = inhibition, actives largely listed as inhibitors; TbPYK enzyme, Kinase-Glo Plus ATP luminescence, 45 min; pyruvate kinase (Trypanosoma brucei), Q57TT1; AID 624173, 2012; actives 0.12% (n = 410,000); also: nearly all actives have a fitted effect of over 50% in size
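Activity of T. brucei pyruvate kinase was followed by Kinase-Glo Plus luminescence after the enzyme reacted 45 min at room temperature with 130 uM ADP (final) and substrate. Test compounds were added before ADP at multiple concentrations.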
* marks the source's active call; other numbers are inactive results; ? = inconclusive; [ ] = another dose, or the depositor's remark. Calls follow the shape of the dose curve; as a rule, active = well fitted curve in the direction sought with a large enough effect; inconclusive = small, poorly fitted or top-dose-only effect, or another doubt; inactive = no such curve, though single readings can be large; an effect the other way counts as inactive or inconclusive. % is scaled to controls: 0 for no effect and ±100 for the full control effect; potency is read from the fitted curve at half-maximal effect. An excerpt; the hit share may differ from the screen's.

SMILES	Sm TGR inh	TbPYK inhibitor
COC(=O)c1c(NC(C)=O)c2c3c(sc2n1Cc1cc(C)ccc1C)CCCC3	5%	-1%
COc1ccc(-n2ncc(C(=O)NCc3ccc4c(c3)OCO4)c2C2CCN(C(=O)OC(C)(C)C)CC2)cc1	-10%	-6%[15.4 µM]
CC(C)CCNC(=O)c1cnc2sc(N3CCCCCC3)nn2c1=O	2%	1%
O=C(CCC1N=C2c3ccccc3N=C(SCc3cccc(F)c3)N2C1=O)NC1CCCCC1 (stereo unspecified)	-14%	1%
Cn1c(=O)n(C)c2cc(N3CCOCC3)c(NC(=O)c3ccc(C(C)(C)C)cc3)cc21	0%	2%
COc1ccc(CCNC(=O)CSc2n[nH]c(-c3ccccc3Cl)n2)cc1OC	-1%	-3%
CC(=O)c1c(C)n(-c2ccc(C)cc2)c2ccc(OC(=O)COc3ccccc3)cc12	-3%	-2%
Cc1sc2c(c1C)c(=O)n(Cc1ccccc1)c(=O)n2CC(=O)N(C)c1ccccc1	-4%	-4%
Cc1ccc(Cl)cc1NC(=O)CN(C)S(=O)(=O)c1ccc2c(c1)n(C)c(=O)c(=O)n2C	1%	1%
CS(=O)(=O)N1CCc2cc(C(=O)Nc3ccc(C(F)(F)F)cc3)ccc21	5%	0%
COc1ccc(Br)cc1C(=O)Nc1ccc(-c2nc3ncccc3o2)cc1C	0%	2%
CCOc1ccc(N(Cc2cc3cc(C)ccc3[nH]c2=O)C(=O)c2cccc(Cl)c2)cc1	10%	4%
CCN(CC)c1ccc(NC(=O)CN2C(=O)c3cccnc3Oc3ccccc32)c(C)c1	-33%	-1%[15.4 µM]
COc1ccc(-n2cc(C(=O)OCc3ccc(Cl)cc3)c3ccccc3c2=O)cc1	9%	-15%
COc1ccc(-c2c(C)c3ccc(O)c(CN4CCCC(C)C4)c3oc2=O)cc1OC (stereo unspecified)	1%	-9%

A few values from the results shown.
CCN(CC)c1ccc(NC(=O)CN2C(=O)c3cccnc3Oc3ccccc32)c(C)c1 – Sm TGR inh: -33%
COC(=O)c1c(NC(C)=O)c2c3c(sc2n1Cc1cc(C)ccc1C)CCCC3 – Sm TGR inh: 5%
Cc1ccc(Cl)cc1NC(=O)CN(C)S(=O)(=O)c1ccc2c(c1)n(C)c(=O)c(=O)n2C – TbPYK inhibitor: 1%
CC(C)CCNC(=O)c1cnc2sc(N3CCCCCC3)nn2c1=O – TbPYK inhibitor: 1%
CC(=O)c1c(C)n(-c2ccc(C)cc2)c2ccc(OC(=O)COc3ccccc3)cc12 – TbPYK inhibitor: -2%

Back to the main list, starting two compounds before the break.
SMILES	Sm TGR inh	TbPYK inhibitor
COc1ccc(-n2cc(C(=O)OCc3ccc(Cl)cc3)c3ccccc3c2=O)cc1	9%	-15%
COc1ccc(-c2c(C)c3ccc(O)c(CN4CCCC(C)C4)c3oc2=O)cc1OC (stereo unspecified)	1%	-9%
CCCC1=Nc2cc(C(=O)NCCc3ccc(OCC)cc3)ccc2Sc2ccccc21	6%	0%
CCc1ccc(NCc2cc3cc(OC)c(OC)cc3n(CC(=O)Nc3ccc(F)cc3)c2=O)cc1	-3%	-7%
COc1ccc(NC(=O)c2c(-c3ccc(C)cc3)nnc3ccccc23)c(OC)c1	0%	3%[15.4 µM]
Cc1ccc(Cl)cc1N1CCN(C(=O)Cn2cnc3nc4c(cc3c2=O)CCCC4)CC1	-4%	4%
CCc1c(C)sc(NC(=O)c2cc3nc(-c4ccc(OC)cc4)cc(C(F)(F)F)n3n2)c1C(=O)OC	-5%	1%
CCN(CC)c1ccc(NC(=O)C2CCN(S(=O)(=O)c3cnc[nH]3)CC2)c(C)c1	8%	-8%
Cc1cc(Nc2ccc(F)cc2)n2c(nc3ccccc32)c1C#N	-2%	-5%
CCOc1cccc(CNC(=O)c2ccc(N3CCCC3)c(NC(=O)NCc3ccc(F)cc3)c2)c1	6%	-6%
O=C(NC1(C(F)(F)F)C(=O)Nc2c1c(=O)[nH]c(=O)n2-c1ccc(F)cc1)c1ccccc1 (stereo unspecified)	7%	-8%
O=C(Cn1cc(C(=O)c2ccccc2)c2ccccc21)Nc1ccc(Br)cc1	-5%	3%
O=C(NC1CC(=O)N(c2ccccc2)C1)c1ccc(S(=O)(=O)N2CCOCC2)cc1 (stereo unspecified)	0%	-6%
O=C(CC1C(=O)OCCN1Cc1ccccc1)Nc1cccc(Cl)c1 (stereo unspecified)	?	0%
CCOC(=O)C1CCC(CN(Cc2ccc(Cl)cc2)S(=O)(=O)c2cc(Cl)cc(Cl)c2)CC1 (stereo unspecified)	3%	-6%
Cc1cc2c(cc1S(=O)(=O)N(C)CC(=O)Nc1ccc(C#N)cc1)OCC(=O)N2	5%	-1%
Cc1ccc(Cl)cc1NC(=O)Cn1c(SCC(=O)NCc2ccccc2)nc2ccccc21	0%	1%

Next section (two carried over from the part before).
SMILES	Sm TGR inh	TbPYK inhibitor
Cc1cc2c(cc1S(=O)(=O)N(C)CC(=O)Nc1ccc(C#N)cc1)OCC(=O)N2	5%	-1%
Cc1ccc(Cl)cc1NC(=O)Cn1c(SCC(=O)NCc2ccccc2)nc2ccccc21	0%	1%
O=C1CCSc2ccc(S(=O)(=O)Nc3ccc(Cl)c(C(F)(F)F)c3)cc2N1	14%	7%
Cc1cccc(C)c1Nc1c(-c2ccccn2)nc2ccc(Cl)cn12	-3%	2%
Cc1ccc(C)c(NC(=O)NCc2ccc3c(c2)CCN3C(=O)c2ccccc2)c1	10%	0%
CCOC(=O)c1c(NC(=O)c2ccc(C)c(C)c2)sc2c1CCCCC2	-2%	0%
CC(C)N(C(=O)c1cc2c(Cl)nc3ccccc3c2s1)C1CCCCC1	1%	-5%
Cc1cc(C)c(NC(=O)CN2C(=O)c3cccnc3Sc3ccccc32)c(C)c1	3%	0%
O=C(Nc1ccc(OC(F)(F)F)cc1)c1cc2c(=O)n3ccccc3nc2s1	4%	0%
COc1cc(NC(=O)CN(c2ccc(C)cc2)S(=O)(=O)c2cccc3nonc23)cc(OC)c1	-8%	3%
CCOc1ccc(-c2nc(-c3ccccc3)c(-c3ccccc3)[nH]2)cc1OCC	0%	0%
Cc1cccc(C(=O)Nc2nc(-c3ccc(Br)cc3)ns2)c1	-2%	0%
CCCC(=O)Nc1ccc2nc(SCc3ccc(C)cc3)sc2c1	2%	-5%
COc1ccc(-c2nc(C(N)=O)c3c(n2)n(-c2ccccc2OC)c(=O)n3C)c(OC)c1	3%	2%
Oc1cccc(C(Nc2ccccn2)c2ccc3cccnc3c2O)c1Cl (stereo unspecified)	3.2µM*	87%[activator]
Cc1ccc2c(CC(=O)Nc3cccc(Cl)c3C)coc2c1	13%	-1%
CCOC(=O)c1ccc(NC(=O)C(CC)Sc2nc3ncccc3[nH]2)cc1 (stereo unspecified)	1%	4%

Later entries.
molecule	Sm TGR inh	TbPYK inhibitor
CN(C)c1ccc(NC(=O)CN2CCN(CC(=O)Nc3ccc(Br)cc3)CC2)cc1	-2%	-1%
COc1ccccc1-c1cc(C(=O)NCc2ccccc2)c2c(-c3ccc(C)cc3)[nH]nc2n1	-1%	1%
CCOC(=O)c1c(NC(=O)c2ccccc2Cl)sc2c1CCCC2	12%	0%
COc1ccc(Cn2ccc3nc(C)c(C(=O)N4CCN(c5cc(C)ccc5C)CC4)cc3c2=O)cc1	-4%	-2%
Cc1ccc(-c2nc3cccc(C)n3c2Nc2ccc3c(c2)OCO3)o1	?	-19%
Cc1cc(C)c(NC(=O)Cn2c(=O)n(Cc3ccco3)c(=O)c3ccc(C(=O)NC4CCCC4)cc32)c(C)c1	2%	-2%
Cc1ccc(NC(=O)C2CCCN(S(=O)(=O)c3c(C)n[nH]c3C)C2)cc1C (stereo unspecified)	8%	-6%
Cc1cccc(Cn2nnc(C(=O)Nc3cc(C)ccc3C)c2N)c1	2%	2%
COc1ccc(OC)c(NC(=O)c2noc3c2CCCC3)c1	7%	0%
CC(Oc1ccccc1)C(=O)Nc1ccc(C(=O)OCc2cc(=O)n3nc(C(C)C)sc3n2)cc1 (stereo unspecified)	0%	5%
Cc1ccc(-c2cc(-c3coc4ccc(Cl)cc4c3=O)c3c(n2)-c2ccccc2OC3)cc1	1%	-6%
Cc1cccc(C(=O)Nc2ccc(S(=O)(=O)N3CCC(c4nc5ccccc5s4)CC3)cc2)c1	0%	-5%
CCn1c2ccccc2c2nnc(N3CCN(c4cc(C)ccc4C)CC3)nc21	1%	4%
CCNC(=O)c1ccc(CSc2nc3cccnc3n2Cc2ccc(OC)cc2)cc1	1%	0%
COc1cccc(-c2ccc(-c3noc(-c4ccccc4Br)n3)c(OC)n2)c1	10%	5%
O=C(CCN1N=C(c2ccccc2)CCC1=O)NCCc1ccc(Cl)cc1	-12%	-4%
CC(C)c1ccc(NC(=O)Cn2cc(S(=O)(=O)N3CCN(c4ccccc4F)CC3)c3ccccc3c2=O)cc1	-1%	0%
Cc1ccc(NC(=O)CSc2nc3c(oc4ccccc43)c(=O)n2Cc2ccco2)cc1F	-9%	-8%
O=C(c1ccc2c(c1)OCO2)c1cn(Cc2ccc(F)cc2)c2ccccc2c1=O	-1%	-2%
COC(=O)c1sc(N2C(=O)c3oc4cc(C)c(C)cc4c(=O)c3C2c2ccccc2F)nc1C (stereo unspecified)	0%	-1%
CCN1CCN(Cc2c(O)ccc3c(C)c(-c4ccccc4)c(=O)oc23)CC1	1%	8%
Cc1ccc(N2CCN(S(=O)(=O)c3ccc4[nH]c5c(c4c3)CCCCC5)CC2)c(C)c1	-4%	5%
COc1ccc(OC)c2sc(N(Cc3cccnc3)C(=O)c3ccc(C(C)=O)cc3)nc12	1%	-12%[15.4 µM]
Clc1cccc(CNc2cc(-c3ccccc3)nc3nncn23)c1	-1%	-2%
CCOc1ccccc1CNCc1c(C(=O)O)c(C)n(Cc2ccc(Cl)cc2)c1C	0%	-15%
CCc1nc2nc(C)cc(Nc3ccc(F)c(Cl)c3)n2n1	2%	1%
O=C(NCc1ccccc1Cl)C1CCCN(c2ncnc3onc(-c4ccc(F)cc4)c23)C1 (stereo unspecified)	1%	-3%
Cc1ccc(NC(=O)CN2C(=O)CC(c3ccc(F)cc3)=Nc3ccccc32)cc1F	1%	-2%
CC1=C(C(=O)OC2CCCCCC2)C(c2cccc(F)c2F)CC(=O)N1 (stereo unspecified)	-2%	-11%
Cc1ccc(-n2nc3c(N4CCCC(C(=O)NCc5ccc(Cl)cc5)C4)nnc(C)c3c2C)cc1 (stereo unspecified)	-4%	2%
O=c1c(S(=O)(=O)c2ccccc2)cn(Cc2cccc(F)c2)c2cc(N3CCCC3)c(F)cc12	-2%	0%
CCOC(=O)c1c(C)oc2ccc(N(C(=O)Oc3ccccc3)S(=O)(=O)c3ccccc3)cc12	4%	0%
COc1ccc2cc(CNc3ccc(OC)c(OC)c3)c(=O)n(CC(=O)Nc3ccc(C)cc3)c2c1	13%	-15%
Cc1ccc2c(c1)c1c(c(=O)n(Cc3ccccc3)c(=O)n1Cc1ccccc1F)n2C	-1%	1%
COc1ccccc1CNC(=O)Cn1ncc2c(C)n(Cc3ccccc3Cl)c(C)c2c1=O	?	-13%
CCC(CC)C(=O)Nc1ccc2nc(SCC(=O)N3CCc4ccccc43)sc2c1	3%	-1%
Cc1ccc2nc(Cl)c3cc(C(=O)N4CCCCC4C)sc3c2c1 (stereo unspecified)	-4%	0%
Cc1ccc(Nc2nc(C)cc(C)n2)c(C(=O)O)c1	17%	2%
O=C(c1ccccc1)c1ccc2nc(N3CCN(c4ccccc4)CC3)c3nncn3c2c1	0%	-2%
Cc1oc2ccc(O)c(CN(C)Cc3ccccc3)c2c1C(=O)Nc1cccc(C(F)(F)F)c1	-1%	1%
CCOc1ccc(NC(=O)Cn2c(=O)n(-c3cccc(OC)c3)c(=O)c3c4c(sc32)CCCC4)cc1	4%	0%
CCOc1ccc(CCNC(=O)Cn2nc(CC)n3c(cc4ccccc43)c2=O)cc1	2%	-5%
CCOC(=O)c1ccc(NC(=O)c2c(-c3c(F)cccc3Cl)noc2C)cc1	2%	0%
Cc1ccc(N2CC(NC(=O)c3cc4ccccc4o3)CC2=O)cc1C (stereo unspecified)	2%	1%
O=C(C1CC1)N1CCN(c2nc3ccc(F)cc3s2)CC1	10%	4%
CCOC(=O)CSc1nc2cc3c(cc2c(=O)n1CCCCCC(=O)NCc1ccc2c(c1)OCO2)OCO3	-1%	0%
COc1ccc(OC)c(-c2nnc3n(CCc4ccccc4)c(=O)c4ccccc4n23)c1	3%	5%
CCNC(=O)c1c(NC(=O)c2cc(=O)c3ccc(C)c(C)c3o2)sc2c1CCCC2	8%	-3%
COc1ccc(S(=O)(=O)N(CC(=O)N2CCc3ccccc3C2)c2ccc(C)cc2)cc1	-2%	-2%
COc1cccc(NC(=O)C2CCN(S(=O)(=O)c3c(C)noc3C)CC2)c1	3%	1%
CCCOc1ccc(C2CC(=O)Nc3c2c(=O)n(C)c(=O)n3C)cc1OC (stereo unspecified)	7%	-1%
